# GSTO1 inh: inhibitors of recombinant GSTO1, primary screen, counter-screen for RBBP9 inhibitor project, biochemical, fluorescence polarization. 300,000 compounds, 1.1% hits. Glutathione S-transferase omega-1 (Homo sapiens), P78417. AID 1974, 2009. inhibition, % at 5.96 µM. activity-based probe fluorescence polarization;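 active = inhibition above the campaign mean inhibition plus 3 SD, cut at about 35% in these data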;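 note: 0% = GSTO1-1 with DMSO and 100% = wells lacking GSTO1-1 enzyme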
# Target sequence (P78417 whole entry, looked up): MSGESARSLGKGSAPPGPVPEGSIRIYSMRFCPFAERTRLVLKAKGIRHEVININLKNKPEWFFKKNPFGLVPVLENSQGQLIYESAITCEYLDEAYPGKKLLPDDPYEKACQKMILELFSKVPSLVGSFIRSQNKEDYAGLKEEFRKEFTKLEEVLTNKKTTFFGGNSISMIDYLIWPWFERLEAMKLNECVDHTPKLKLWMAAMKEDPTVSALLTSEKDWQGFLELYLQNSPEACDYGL
# PAFAH1B3 inh: PAFAH1B3 enzyme inhibitors, primary screen, biochemical, fluorescence polarization, human; Platelet-activating factor acetylhydrolase IB subunit alpha1 (Homo sapiens), Q15102; recombinant PAFAH1B3, FP-rhodamine probe; inhibition, % at 3.39 µM; 340,000 compounds, 0.28% hits;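 active = inhibition above the screen-wide average of all tested compounds plus 3 SD, cut at about 25% in these data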;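 note: 0% = enzyme with DMSO only and 100% = wells lacking PAFAH1B3 protein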
# LYPLA1 inh: LYPLA1 inhibitors, primary screen, counter-screen for PME1 inhibitor project, biochemical, fluorescence polarization, FP-Rh probe ABPP | 320,000 compounds, 0.16% hits | recombinant LYPLA1 | AID 2174, 2009 | Acyl-protein thioesterase 1 (Homo sapiens), O75608 | inhibition, % at 5.9 µM;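 active = inhibition above the mean of all tested compounds plus 3 SD, set per campaign, cut at about 14% in these data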;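 note: inhibitors block serine hydrolase probe labeling of LYPLA1 so polarization falls; 0% = enzyme with DMSO and 100% = wells lacking LYPLA1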
# PAD4 FP inh: human PAD4 inhibitors, primary screen, biochemical, fluorescence polarization, 1536-well format. Protein-arginine deiminase type-4 (Homo sapiens), Q9UM07. recombinant PAD4, RCA probe fluorescence polarization. inhibition, % at 6.36 µM. 330,000 compounds, 0.41% hits;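 active = percent inhibition above a cutoff equal to the mean of all tested compounds plus 3 SD, cut at about 15% in these data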;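 note: 0% = PAD4 with RCA probe and DMSO and 100% = probe without PAD4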
# PAFAH2 inh: PAFAH2 enzyme inhibitors, primary screen, biochemical, fluorescence polarization, human | Platelet-activating factor acetylhydrolase 2, cytoplasmic (Homo sapiens), Q99487 | recombinant PAFAH2, FP-rhodamine activity probe | inhibition, % at 3.39 µM | 340,000 compounds, 0.99% hits;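 active = inhibition above the mean over all tested compounds plus 3 SD, cut at about 30% in these data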;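 note: inhibitors block probe labeling of enzyme so polarization drops; 0% = enzyme with DMSO and 100% = wells lacking PAFAH2 protein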
# LYPLA2 inh: LYPLA2 inhibitors, primary screen, counter-screen for PME1 inhibitor project, biochemical, fluorescence polarization, FP-Rh probe ABPP | 320,000 compounds, 0.38% hits | recombinant LYPLA2 | inhibition, % at 5.9 µM | Acyl-protein thioesterase 2 (Homo sapiens), O95372 | AID 2177, 2009;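 active = inhibition above the screen-wide mean plus 3 SD, limit set per campaign, cut at about 26% in these data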;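 note: 0% = LYPLA2 with DMSO and 100% = wells lacking LYPLA2 enzyme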
# PREPL inhibitor: PREPL enzyme inhibitors, primary screen, biochemical, fluorescence polarization. inhibition, % at 5.96 µM. Prolyl endopeptidase-like (Homo sapiens), Q4J6C6. 320,000 compounds, 0.68% hits. recombinant PREPL, fluorescence polarization activity-based probe; in the data active = inhibition above about 43%;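 note: 0% = enzyme with DMSO and 100% = wells lacking enzyme; many of its hits are not listed in these tables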
# PAFAH1B2 inh: PAFAH1B2 enzyme inhibitors, primary screen, biochemical, fluorescence polarization, human; recombinant PAFAH1B2, FP-rhodamine activity probe; inhibition, % at 3.39 µM; AID 492953, 2010; Platelet-activating factor acetylhydrolase IB subunit alpha2 (Homo sapiens), P68402; 340,000 compounds, 1.2% hits;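 active = inhibition above the mean of all tested compounds plus 3 SD, cut at about 24% in these data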;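 note: 0% = enzyme with DMSO and 100% = wells lacking PAFAH1B2; many of its hits are not listed in these tables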
# Target sequence (P68402 whole entry, looked up): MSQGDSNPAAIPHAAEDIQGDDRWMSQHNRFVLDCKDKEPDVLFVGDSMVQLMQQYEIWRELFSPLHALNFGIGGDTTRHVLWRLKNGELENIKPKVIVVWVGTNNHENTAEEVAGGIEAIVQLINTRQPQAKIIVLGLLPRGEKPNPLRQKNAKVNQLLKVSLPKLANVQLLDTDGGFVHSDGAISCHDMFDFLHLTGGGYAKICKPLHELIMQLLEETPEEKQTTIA
# pPAFAH FP inh: pPAFAH enzyme inhibitors, primary screen, biochemical, fluorescence polarization, human; Platelet-activating factor acetylhydrolase (Homo sapiens), Q13093; recombinant pPAFAH, FP-rhodamine probe fluorescence polarization; inhibition, % at 3.39 µM; 330,000 compounds, 1.5% hits; AID 463082, 2010;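 active = inhibition above the mean inhibition across the screen plus 3 SD, cut at about 25% in these data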;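 note: inhibitors block binding of the rhodamine activity-based probe so polarization drops; 0% = enzyme with DMSO and 100% = wells lacking pPAFAH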
# Target sequence (Q13093 whole entry, looked up): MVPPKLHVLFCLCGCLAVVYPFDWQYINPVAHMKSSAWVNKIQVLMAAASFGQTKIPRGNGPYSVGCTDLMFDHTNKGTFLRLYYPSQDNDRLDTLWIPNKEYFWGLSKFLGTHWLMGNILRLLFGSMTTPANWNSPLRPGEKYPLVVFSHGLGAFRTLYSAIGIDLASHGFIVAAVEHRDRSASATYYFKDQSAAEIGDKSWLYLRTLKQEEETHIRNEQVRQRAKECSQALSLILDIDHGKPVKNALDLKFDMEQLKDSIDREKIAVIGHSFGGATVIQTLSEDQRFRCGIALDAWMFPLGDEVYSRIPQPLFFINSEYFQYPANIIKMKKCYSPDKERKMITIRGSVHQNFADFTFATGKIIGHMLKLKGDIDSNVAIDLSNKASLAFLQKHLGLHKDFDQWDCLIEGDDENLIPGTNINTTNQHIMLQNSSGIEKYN
# Numbers without * were called inactive; nt = no result given. This is a subset; the hit share may differ from the screen's.
SMILES,GSTO1 inh,PAFAH1B3 inh,LYPLA1 inh,PAD4 FP inh,PAFAH2 inh,LYPLA2 inh,PREPL inhibitor,PAFAH1B2 inh,pPAFAH FP inh
Nn1cc(-c2ccccc2)nc1SCC(=O)NC1CCS(=O)(=O)C1 (centres undefined),4,3,-2,0,-3,0,7,6,-3
Cc1ccc(N2C(=O)CSCC2=O)cc1,3,1,0,-1,-2,-6,6,11,2
CC(=O)Nc1cccc(NC(=O)Nc2ccc(C)c(Cl)c2)c1,-12,6,-4,-4,-1,2,15,6,-1
Cc1cccc(Nc2ccccc2)c1,7,2,4,-1,0,4,9,-1,4
NC(=O)C1CCCN(C(=O)c2ccc3oc(Cc4ccc(Cl)cc4)nc3c2)C1 (centres undefined),-1,2,1,-11,9,2,27,11,-2
CCc1nc2ccccc2c(C(=O)OCC(=O)Nc2cccc(S(=O)(=O)N3CCOCC3)c2)c1C,-4,-9,-14,-2,-11,-22,7,-3,9
CC[C@@H](C)[C@@H]1CN([C@@H](CN2CCC[C@H]2CN2C(N)=NC[C@H]2C(C)C)C(C)C)C(=N)N1CCc1ccc(Cl)c(Cl)c1,nt,6,nt,3,7,nt,60*,4,-3
CS(=O)(=O)N(CC(=O)NCc1ccc2c(c1)OCO2)c1ccc(Cl)cc1,6,1,0,-1,1,-7,-44,0,5
Cc1ccnc(NS(=O)(=O)c2ccc(NC(=O)c3ccc(S(=O)(=O)N4CCOCC4)cc3)cc2)n1,1,7,0,2,-5,-7,0,1,0
CCN1CCN(c2ccc(NC(=O)c3cccc4ncccc34)cc2)CC1,0,4,-2,1,5,0,12,1,2
COc1ccccc1-c1nnc2n1N=C(C(C)(C)C)CS2,10,4,-1,-1,-1,1,20,3,2
CCOC(=O)N1CCN(S(=O)(=O)c2ccc(C(=O)N(CCCN(C)C)c3nc4ccc(Cl)cc4s3)cc2)CC1,-4,-1,2,-5,-2,0,16,-3,-2
COC(=O)Cn1c(C)c(C#N)c2ccccc21,-1,-2,2,-3,-4,-3,0,1,2
CC(C)NC(=S)N/N=C/c1cc(Br)ccc1O,6,6,0,-6,32*,5,7,8,14
CC1CCCCC1NC(=O)COC(=O)c1ccccn1 (centres undefined),12,1,-2,7,-5,1,-10,0,-3
COc1ccc(C2C(C(=O)OCC(=O)Nc3ccc(C)cc3)CCC(=O)N2c2ccc(OC)cc2)cc1 (centres undefined),8,7,0,5,22,4,-6,-2,4
CC1SC(c2ccc(F)cc2)NC1=O (centres undefined),2,9,-3,-1,-1,-3,-2,3,0
Cc1nn(C)cc1S(=O)(=O)N1CCN(c2ccccc2F)CC1,0,5,2,-1,-6,-2,-7,1,-1
O=C(CCCc1ccccc1)Nc1ccnn1C1CCN(Cc2ccc(CO)o2)CC1,-2,10,-1,4,0,-6,18,1,-2
Cc1ccccc1/C=C/c1nc2ccccc2c(=O)n1Cc1ccccc1,3,6,0,-3,1,1,0,5,1
CCCOc1ccc(/C=C2\SC(N)=NC2=O)cc1OC,-52,11,1,-2,-2,-2,-1,2,6
CC(=O)N(c1ccccc1)C(C)c1nc(C#N)c(C#N)nc1C (centres undefined),2,2,1,-1,0,6,12,1,5
CC(=O)c1c(C(C)=O)c(C)n(NC(=O)c2cccnc2)c1C,6,-5,-4,1,6,-9,-7,0,-7
COc1cccc(CN(C)CC(=O)Nc2cccc(S(N)(=O)=O)c2)c1OC,1,7,-3,3,4,3,-2,-3,1
CC1Cc2ccccc2N1C(=O)COc1ccc2c(c1)OCO2 (centres undefined),3,0,-4,2,-5,-4,8,2,-2
CC(C)N1C2OC(C3OC4C(O3)N(C(C)C)S(=O)(=O)N4C(C)C)OC2N(C(C)C)S1(=O)=O (centres undefined),5,5,2,-4,-1,8,6,2,-1
Cc1cccc(C(=O)NC2CCN(C(=O)N3CCOCC3)CC2)c1,5,14,2,-3,-4,7,-2,-2,1
COc1ccccc1Nc1nc(-c2sc(NC(=O)c3ccco3)nc2C)cs1,1,21,-10,-2,-5,-8,21,3,16
COC(=O)C1=C(C)N(CCCC(=O)O)C(=O)NC1c1ccc(Br)cc1 (centres undefined),5,1,2,2,-10,2,-6,4,-2
Cc1ccc(C)c(S(=O)(=O)N2CCCCC2CCNC(=O)C(=O)NCCc2ccco2)c1 (centres undefined),6,-11,-2,-3,6,0,-5,3,1
O=C(O)c1ccc(N/N=C/C2=C(N3CCOCC3)C(=C\c3ccccc3)/CC2)cc1,27,8,-3,4,8,4,0,4,28*
Nc1nc(NCCO)nc(NC2CCCCC2)c1[N+](=O)[O-],-9,1,-2,1,8,-9,6,10,-4
Cc1nc2sc(C)c(C)c2c(=O)[nH]1,-2,1,2,-2,8,4,14,1,3
Cc1cccc(C(=O)NNC(=O)/C=C/C(=O)O)c1,-1,-2,1,-1,-6,5,1,2,0
O=C(NNC(=O)c1ccc([N+](=O)[O-])cc1)c1ccc(Br)cc1,0,16,-2,-9,-3,4,-2,0,-2
CC(=O)N1CCC(C(=O)N2CCN(S(=O)(=O)c3ccc(Cl)s3)CC2)CC1,6,0,5,3,4,8,1,3,3
Cc1ccc(C)c(S(=O)(=O)N2CCN(C(=O)CCc3c[nH]c4ccccc34)CC2)c1,nt,7,0,1,14,-2,35,8,3
COc1cccc(NC(=O)CN2C(=O)CSc3ccc(S(=O)(=O)N4CCC(C)CC4)cc32)c1,-2,-4,-3,-2,-5,25,7,2,-3
CCN(CC)c1ccc2cc(C(=O)NNC(=O)c3ccc(S(=O)(=O)N4CCCCC4)cc3)c(=O)oc2c1,5,11,-6,0,4,3,-8,2,6
CCCCNC(=O)C1CCN(S(=O)(=O)c2c(C)noc2/C=C\c2ccc(OC)cc2)CC1,4,-8,2,0,-12,3,1,-5,2
CCOc1ccc(OCC)c(N=c2oc3c(C)ncc(CO)c3cc2C(N)=O)c1,-3,13,-2,0,-8,12,18,2,8
CCC(C)(C)C1CCc2nc3ccccc3c(C(=O)OC(C)C(=O)Nc3c(C)n(C)n(-c4ccccc4)c3=O)c2C1 (centres undefined),-34,1,-6,-1,13,0,-3,-3,-3
CCOC(=O)c1c(C)n(C)c2ccc(O)c(CN3CCN(C)CC3)c12,14,9,3,1,-1,0,11,0,1
COc1ccccc1C(C#N)N1N=C(C)CC1(C)C (centres undefined),2,11,0,3,6,2,-2,4,-1
COc1ccc(/C=C/C(=O)O/N=C(\N)c2cccnc2)cc1OC,8,-1,2,7,4,3,1,9,-2
C[C@H]1CN=C(N(C)C)N1CCc1ccc(F)cc1,0,6,1,-1,-9,-4,2,2,5
CN(C)/C=C/c1c(C#N)c(=O)ncn1Cc1ccccc1,1,0,-2,-4,3,-3,-5,9,1
O=C(COC(=O)c1ccccc1OCc1ccccc1Cl)NC1CCS(=O)(=O)C1 (centres undefined),nt,9,nt,-2,1,nt,4,0,0
COc1ccc(S(=O)(=O)N2CCN(C(c3ccccc3)c3ccccc3)CC2)cc1NC(C)=O,5,5,1,-1,-9,-13,0,3,2
COc1ccc(NC(C)C(=O)N/N=C/c2cc(Br)ccc2OC)cc1 (centres undefined),2,7,3,5,-2,24,-1,4,4
CCCc1noc2c1/C(=N\O)CCC2,6,1,-2,-1,-19,-1,9,-4,3
O=C(NCCC1CCCCN1S(=O)(=O)c1ccccc1)C(=O)NCc1ccccn1 (centres undefined),1,0,1,2,2,0,-16,6,5
O=C(COC(=O)c1cc(=O)[nH]c(=O)[nH]1)Nc1ccccc1F,nt,6,nt,-1,1,nt,-4,3,3
Cc1c(NC(=O)c2c(F)c(F)c(F)c(F)c2F)c(=O)n(-c2ccccc2)n1C,1,1,2,-1,9,1,12,3,3
Cc1cc(NC(=O)CCC(=O)N(CC(=O)NCC2CCCO2)c2ccc(F)c(Cl)c2)no1 (centres undefined),1,-2,3,1,3,-1,2,4,1
Cc1cc(NC(=O)Cn2nc([N+](=O)[O-])c(Br)c2C)no1,-2,7,1,8,7,2,-2,7,-4
CCOn1c(=O)c(=O)n(O)c2ccccc21,4,2,4,-1,-1,5,19,9,-2
COc1cc(/C=N/NC(N)=S)ccc1OCc1ccc(C)cc1,1,-2,2,-4,-1,1,39,1,13
COc1ccccc1C1=NC(c2ccc(C)cc2)N=C1C (centres undefined),0,8,-2,-1,-4,6,3,8,25*
CCN(CC(=O)Nc1ccc(OC)cc1)C(=O)c1ccc([N+](=O)[O-])cc1,-13,0,6,-1,-3,3,10,-4,-1

# New compounds follow
SMILES,GSTO1 inh,PAFAH1B3 inh,LYPLA1 inh,PAD4 FP inh,PAFAH2 inh,LYPLA2 inh,PREPL inhibitor,PAFAH1B2 inh,pPAFAH FP inh
COC(=O)Cc1cc(=O)n2[nH]c(C(F)(F)F)nc2n1,3,13,3,2,-3,2,-3,7,-3
Cc1ccc(CNC(=O)CCNS(=O)(=O)c2ccc3c(c2)c(=O)n(C)c(=O)n3C)cc1,-4,5,-2,-3,-2,0,1,1,2
CC(=O)/C=C/n1c(=S)oc2ccccc21,-2,nt,-2,4,nt,6,-3,nt,3
CCC(=O)N1CCc2cc(Br)cc(S(=O)(=O)NCCN3CCCCC3CC)c21 (centres undefined),4,-3,1,0,5,0,13,-2,-1
COC(=O)C1=C(C)Nc2c(c(=O)n(C)c(=O)n2C)C1c1cccs1 (centres undefined),15,4,1,2,2,2,-2,-1,-2
CC1SCC(NC(=O)c2cccc(Cl)c2)CS1 (centres undefined),-1,-6,2,-1,-4,4,-6,0,6
Cc1ccc(SCCC(=O)OCn2nnc3ccccc3c2=O)cc1,5,2,1,-1,3,2,-11,22,13
O=C(NN1C(=O)C2C(C1=O)C1C=CC2C12CC2)c1ccccc1 (centres undefined),-122,4,-1,-5,0,-1,1,3,0
Cc1ccc(C(=O)NCC(=O)OCCCn2c(=O)[nH]c3ccccc32)cc1,6,6,0,-2,6,-8,-10,1,3
CCC(C)[C@H]1CNC(=O)C(=O)N1CCCc1cc(OC)c(OC)c(OC)c1 (some centres undefined),9,-1,-2,0,-2,0,5,5,3
CC(=O)c1ccc(OCC(C)C)c(Cc2c(O)nc(N)[nH]c2=O)c1,-3,11,4,0,-15,0,1,3,-2
CCOC(=O)c1cnc2sccn2c1=O,0,7,2,-5,2,-1,6,2,0
COc1ccc(-c2nnc(NC(=O)c3ccc(S(=O)(=O)N4CCc5ccccc5C4)cc3)o2)cc1,0,18,0,6,3,2,14,10,6
CCOC(=O)C1CCCN(C(=O)Nc2cccc(Cl)c2)C1 (centres undefined),0,5,-2,-1,2,-6,-5,2,6

# Source: PubChem (The Scripps Research Institute Molecular Screening Center)
